IAP activation: activators of mouse IAP, confirmation, biochemical, luminescence, single concentration (AID 434970); intestinal alkaline phosphatase [Mus musculus]; purified mouse IAP, CDP-Star luminescence, 30 min; stronger effect = lower value; activity change, negative = activation, % at 10 µM; 2.9% of 11,000 active; in the data active = activity change below about -85%;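 note: percent relative to enzyme plus DMSO wells and wells without enzyme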
IAP activation Fold change: recorded beside IAP activation, whose call it bears; activation factor; measured here: IAP activation factor; stronger effect = higher value;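 fold luminescence change scaled to plate control wells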
Active calls of the source: *. The list is partial. The share of hits here may be higher or lower than overall.

Sample of the layout:
SMILES	IAP activation	IAP activation Fold change
Cn1cnc2c1c(=O)n(CC(O)CO)c(=O)n2C (stereo not given)	3	0.97
COCCCn1nnnc1SCC(=O)N1CCCC1	13	0.87
COC(=O)c1[nH]c2ccc(F)cc2c1NS(=O)(=O)c1ccc(OC)cc1OC	-1	1

Results (from the top)
SMILES	IAP activation	IAP activation Fold change
Cn1cnc2c1c(=O)n(CC(O)CO)c(=O)n2C (stereo not given)	3	0.97
COCCCn1nnnc1SCC(=O)N1CCCC1	13	0.87
COC(=O)c1[nH]c2ccc(F)cc2c1NS(=O)(=O)c1ccc(OC)cc1OC	-1	1
COCCN(Cc1cc2ccccc2[nH]c1=O)C(=O)c1ccccc1OC	5	0.95
Cc1c(Cl)cccc1-n1ccnc1SCC(=O)O	-6	1.1
COc1cc(OC)c2c(-c3cccc(-c4ccc(CO)cc4)c3)cc(=O)oc2c1	5	0.95
O=[N+]([O-])c1ccc(CSc2nc3ccccc3o2)cc1	-3	1
CCNc1nc(Oc2ccc(=O)[nH]n2)nc(SC)n1	16	0.84
Cc1onc(-c2ccccc2)c1C(=O)N1CCN(S(=O)(=O)c2ccc3c(c2)OCCO3)CC1	1	0.99
CCN(CC)C(=O)[C@H]1C[C@H](CC(=O)NC(C)(C)C)C(=O)N2CCc3c([nH]c4cc(-c5ccco5)ccc34)[C@]12C	-1	1
C/C(=N\NC(=O)c1cc(O)cc(O)c1)c1ccc(NC(=O)Cc2ccccc2)cc1	57	0.43
CCOC(=O)c1ccc(-n2c(C)nc3c(cnn3-c3ccc(Cl)cc3)c2=O)cc1	4	0.96
CCOC(=O)c1c(NC(=O)CNCCOC)sc2c1CCCC2	14	0.86
CCN(Cc1ccccc1)S(=O)(=O)c1ccccc1Br	10	0.9
COc1ccccc1OCC(=O)Nc1ccc(CSc2ccccc2)cc1C	-1	1
Cc1cc2c(ccc3[nH]onc32)n1	29	0.71
O=C(NCc1ccco1)c1nc(-c2ccccc2)n(-c2ccccc2)n1	9	0.91
CC1(C)N=C(N)NC(Nc2ccccc2)=N1	-4	1
COc1ccccc1NS(=O)(=O)c1ccc(C)c(C(N)=O)c1	8	0.93
CN1CC2([N+](=O)[O-])CC=C(Oc3ccccc3)C([N+](=O)[O-])(C1)C2 (stereo not given)	8	0.92
O=S1(=O)C=C(Oc2ccc3ccccc3c2)c2ccccc21	7	0.93
CCCN1Cc2cccc(C(=O)N3CCN(c4ccccc4)CC3)c2C1=O	3	0.97
CC(=O)N(c1c(C)n(C)n(-c2ccccc2)c1=O)C1(C(=O)NC2CCCCC2)CCCCC1	5	0.95
COC(=O)C(C)N1C(=O)S/C(=C/c2cc(C)n(-c3ccccn3)c2C)C1=O (stereo not given)	13	0.87
Cc1ccccc1N(CC(=O)N1CCN(c2ccccc2)CC1)S(C)(=O)=O	7	0.93
O=C1OCCN1C(=O)[C@H]1[C@H](c2ccc(F)cc2)C(c2cccc(Cl)c2)=NN1c1ccccc1	-24	1.2
Cc1ccc(OCCCC(=O)Nc2ccc(S(=O)(=O)Nc3cc(C)on3)cc2)cc1	8	0.92
COCCn1c(-c2cc(OC)c(OC)c(OC)c2)nc2oc3ccccc3c(=O)c2c1=O	7	0.93
COCCn1c(SCC(=O)Nc2nc3ccccc3s2)nnc1-c1ccoc1C	6	0.94
COc1ccccc1CNC(=O)C1(NC(=O)Nc2ccc(C)cc2)CCCCC1	-244*	3.4*
Cc1cccc(-c2nnc(SCC#N)n2-c2cccc(Cl)c2)c1	3	0.97
CCC(=O)Nc1ccc(Br)c(Cl)c1	-15	1.1
Cc1ccc(NC(=O)Cn2cnc3c(NCc4ccccc4)ncnc32)cc1C	-1	1
COc1ccc(CC(=O)O/N=C(\N)Cc2ccc(OC)cc2)cc1	3	0.97
COc1ccc(C(c2nnnn2Cc2cccs2)N2CCC(C(N)=O)CC2)c(OC)c1 (stereo not given)	0	1
COc1ccccc1N1C(=O)CC(N2CCc3ccccc32)C1=O (stereo not given)	-12	1.1
Cc1ccc(NC(=O)C2CCN(S(=O)(=O)c3ccc4c(c3)NC(=O)C(C)S4)CC2)cc1Cl (stereo not given)	-71	1.7
Nc1c(-c2ccccc2)nc(Cl)nc1-c1ccccc1	-4	1
O=C(Nc1n[nH]c(C2CCCCC2)n1)C1CCCCC1	-94	1.9
C[C@H](CO)N1C[C@H](C)[C@@H](CN(C)C(=O)Nc2ccccc2)Oc2ccc(NC(=O)Nc3ccc4c(c3)OCO4)cc2C1=O	-117*	2.2*
CCN(CC)C(=O)[C@H]1C[C@H](CC(=O)NCCN2CCOCC2)C(=O)N2CCc3c([nH]c4ccc(Cl)cc34)[C@]12C	5	0.95
CCC1(C)OC(=O)N(CCCn2ccnc2C)C1(C)O (stereo not given)	5	0.95
O=C(O)CSc1nc(-c2ccccc2)nc2c1oc1ccccc12	-10	1.1
CC(=O)N1SC(N)=NC1c1ccccc1 (stereo not given)	1	0.99
O=C1CCc2cc(S(=O)(=O)NCCC(=O)NC3CCN(Cc4ccccc4)CC3)ccc2N1	0	1
O=S(=O)(c1ccccc1Cl)N1CCCC1c1nc(-c2cccc(Cl)c2)no1 (stereo not given)	7	0.93
CN(C(=O)c1ccccn1)C1(C(=O)NC2CCCCC2)CCCCC1	-6	1.1
CCCCOc1ccc(-c2nnn(C(C)C(=O)OCC)n2)cc1 (stereo not given)	9	0.91
CCCCc1nc2c(=O)[nH]c3ccccc3c2o1	8	0.92
COc1ccc(OC)c2sc(N3CCN(c4ccccc4)CC3)nc12	7	0.93
(next part)
SMILES	IAP activation	IAP activation Fold change
Nc1c(C(=O)Nc2nc3ccccc3s2)sc2nc(-c3cccs3)ccc12	11	0.89
COc1ccc(C2C(C(=O)NCc3ccccn3)c3ccccc3C(=O)N2C)cc1OC (stereo not given)	0	1
COc1ccc(Cl)cc1C(=O)Nc1ccc2c(c1)OCO2	-10	1.1
CC(C)(C)n1nnnc1C(c1cccs1)N(Cc1cccnc1)Cc1ccco1 (stereo not given)	-4	1
CC(C)NC(=O)c1cnc(N2CCN(c3ccccn3)CC2)c2ccccc12	8	0.92
S=C(Nc1ccc(Cl)c(Cl)c1)NC1CCN(Cc2ccccc2)CC1	-63	1.6
CC(NC(=S)Nc1ccc(OC(F)F)cc1)c1ccc(F)cc1 (stereo not given)	-67	1.7
COCc1nc(-c2ccc(-c3ccccc3)nc2OC)no1	7	0.93
COc1ccc2[nH]c3c(c2c1)CCN1C(=O)C(CC(=O)NCCCn2ccnc2)C[C@H](C(=O)N2CCCCC2)[C@@]31CCc1ccccc1 (stereo not given in full)	-15	1.2
COc1ccc(Br)cc1C1N2CC3(C)CN1CC(C)(C2)C3=O (stereo not given)	0	1

Part of the list above, field by field.
> COc1ccc(C2C(C(=O)NCc3ccccn3)c3ccccc3C(=O)N2C)cc1OC (stereo not given)
  IAP activation = 0; IAP activation Fold change = 1

> COc1ccc(Cl)cc1C(=O)Nc1ccc2c(c1)OCO2
  IAP activation = -10; IAP activation Fold change = 1.1

> CC(C)(C)n1nnnc1C(c1cccs1)N(Cc1cccnc1)Cc1ccco1 (stereo not given)
  IAP activation = -4; IAP activation Fold change = 1

Continuation:
SMILES	IAP activation	IAP activation Fold change
COc1ccc(C2C(C(=O)N3CCCCC3)CC(=O)N2c2ccc(OC)cc2)cc1 (stereo not given)	2	0.98
Brc1cccc(C2CC(c3ccccc3)n3nnnc3N2)c1 (stereo not given)	5	0.95
Cc1cc(NC(=O)C(=O)NCCN2CCN(C(=O)c3cccs3)CC2)ccc1Br	14	0.86
Cc1noc(C)c1COc1cccc(C(=O)NCc2ccccc2Cl)c1	-16	1.2
Cc1ccc(NC(=O)C(CC(C)C)NC(=O)C2CCC(C)CC2)nc1 (stereo not given)	1	0.99
COc1ccc(-c2nnc(-c3ccc(OCC(C)C)cc3)o2)cc1	3	0.97
CCOC(=O)C1=C(C)NC(=O)NC1c1ccc(Br)s1 (stereo not given)	9	0.91
CCCn1c(=O)c2ccccc2n2c(SCCOc3ccccc3F)nnc12	1	0.99
CCOC(=O)CNc1c(-c2ccc(F)cc2)nc2cnccn12	2	0.98
COC(=O)c1sccc1NC(=O)Nc1cccc([N+](=O)[O-])c1	4	0.96
Cc1csc(NC(=O)Nc2ccc(Cl)cc2)n1	-11	1.1
CNC(=O)CN1C(=O)C2C3C=CC(C3)C2C1=O (stereo not given)	5	0.95
COc1cc(-c2nc(-c3ccc(NC(=O)c4ccc5c(c4)OCO5)cc3)no2)cc(OC)c1OC	1	0.99
CCCOc1ccc(N2C(=O)CC(N(CCc3ccc(S(N)(=O)=O)cc3)C(C)=O)C2=O)cc1 (stereo not given)	-14	1.1
CC(=O)NC1CC2CCCC(C1)N2CC(=O)Nc1ccccc1 (stereo not given)	-9	1.1
COC(=O)[C@H](C)N(Cc1ccc(Cl)c(Cl)c1)S(=O)(=O)CCN1CCN(c2ccccc2)CC1	7	0.93
Cc1ccc(CNC(=O)CSc2c3c(nc4ccc(Cl)cc24)CCCC3)o1	9	0.91
O=C(NCc1ccc2c(c1)OCO2)c1cc2c(s1)CSC2	59	0.41
CCN(CC)S(=O)(=O)c1ccc(C)c(NC(=S)NC2CCCCC2)c1	-21	1.2
Cc1c(C(=O)OC(C)CCN(C)C)oc2ccccc12 (stereo not given)	9	0.91
NS(=O)(=O)c1ccc(N/N=C/c2ccc[nH]2)c([N+](=O)[O-])c1	79	0.21
CN(C)CCCNC(=O)C[C@H]1C[C@H](C(=O)N2CCOCC2)[C@@]2(C)c3[nH]c4ccc(Cl)cc4c3CCN2C1=O	0	1
CCCCNC(=O)CCc1nc2cccnc2n1Cc1ccc(OC)cc1	-8	1.1
CC(=O)Nc1ccc(NS(C)(=O)=O)cc1	11	0.89
CCN(C(=O)c1c(-c2ccccc2)noc1C)c1ccccc1	3	0.97
CC1=NN(/C(=N\c2nnc(C)s2)Nc2ccccc2)[C@H](c2ccc(C)cc2)S1	-1	1
CCc1ccccc1N1CCN(S(=O)(=O)c2ccc(F)c(C)c2)CC1	-12	1.1
O=C(NCCCN1CCN(c2cccc(Cl)c2)CC1)c1nc(-c2ccncc2)no1	12	0.88
COC(=O)Cn1c(=O)c2c(nc(Br)n2Cc2ccccc2Cl)n(C)c1=O	-2	1
O=C(Nc1ccc(Cl)cc1-c1nc2ccccc2s1)c1ccco1	0	1

4 compounds out of the list above, sorted by the value under IAP activation, high to low.
SMILES	IAP activation	IAP activation Fold change
NS(=O)(=O)c1ccc(N/N=C/c2ccc[nH]2)c([N+](=O)[O-])c1	79	0.21
O=C(Nc1ccc(Cl)cc1-c1nc2ccccc2s1)c1ccco1	0	1
CCCCNC(=O)CCc1nc2cccnc2n1Cc1ccc(OC)cc1	-8	1.1
CCc1ccccc1N1CCN(S(=O)(=O)c2ccc(F)c(C)c2)CC1	-12	1.1

The list continues.
SMILES	IAP activation	IAP activation Fold change
Cc1cc(C)n2cc(CSc3nnnn3-c3ccccc3)nc2n1	5	0.95
COc1ccc2[nH]c3c(c2c1)CCN1C(=O)C(CC(=O)NCCN2CCOCC2)C[C@H](C(=O)N2CCCCC2)[C@@]31CCc1ccccc1 (stereo not given in full)	-15	1.2
COc1cc(OC)c2c(c1)OC(=O)CC2c1ccc2c(c1)OCO2 (stereo not given)	-1	1
N#CCCn1c(=S)[nH]c2ccccc21	2	0.98
O=C1C2CCCN2C(c2ccc(F)cc2)N1c1nccs1 (stereo not given)	0	1
COCCCNC(=O)C[C@H]1C[C@H](C(=O)N2CCCCC2)[C@@]2(CCc3ccccc3)c3[nH]c4cc(CCC(=O)N(C)C)ccc4c3CCN2C1=O	-19	1.2
Cc1ccccc1N(CC(=O)N/N=C/c1ccc(F)cc1)C(=O)c1ccccc1	9	0.91
Cc1oc(-c2cccs2)nc1CSCC(=O)NC1CC1	11	0.89
COc1cccc2sc(N(C)c3ccccc3)nc12	-3	1
COc1ccc(-c2cc(-c3ccccc3)c(C#N)c(S(C)=O)n2)cc1 (stereo not given)	4	0.96

Compound profiles, from the list above. Screens in order: IAP activation, IAP activation Fold change
Record of Cc1ccccc1N(CC(=O)N/N=C/c1ccc(F)cc1)C(=O)c1ccccc1 = 9, 0.91
Record of COCCCNC(=O)C[C@H]1C[C@H](C(=O)N2CCCCC2)[C@@]2(CCc3ccccc3)c3[nH]c4cc(CCC(=O)N(C)C)ccc4c3CCN2C1=O = -19, 1.2

Continuation:
SMILES	IAP activation	IAP activation Fold change
CCCn1cc(S(=O)(=O)CC(=O)N2CCc3ccccc32)c2ccccc21	-7	1.1
Cc1ccc(S(=O)(=O)N(C)C)cc1NC(=S)NC(C)CCCC(C)C (stereo not given)	-26	1.3
COCCn1c(=O)[nH]c2cc(C(=O)NCCCN3CCN(c4ccc(F)cc4)CC3)ccc2c1=O	-8	1.1
CCOC(=O)CSc1nsc(SCC(=O)OCC)c1C#N	5	0.95
CC1CCN(CCCNC(=O)CCCNC(=O)Cn2cnc3sc4c(c3c2=O)CCCC4)CC1	5	0.95
COc1ccc(/C(C)=C(\C#N)C(=O)OC(C)C)cc1OC	-2	1
CCOc1cc(N(CC)CC)ccc1/C=C(/C#N)c1nc2ccccc2[nH]1	27	0.73
COc1ccc(Nc2ncc(C(=O)N3CCN(c4ccc(F)cc4)CC3)c3ccccc23)cc1	-6	1.1
COc1ccc2[nH]c3c(c2c1)CCN1C(=O)C(CC(=O)NCCc2ccccn2)C[C@H](C(=O)N2CCCCC2)[C@@]31CCc1ccccc1 (stereo not given in full)	-14	1.1
NNC(=O)CNC(c1ccccc1)c1cc(Br)ccc1NC(=O)c1ccccc1Br (stereo not given)	-1	1
O=C(Nc1ccccc1NC(=O)c1c(F)c(F)c(F)c(F)c1F)c1c(F)c(F)c(F)c(F)c1F	8	0.92
O=C(OC(C(=O)O)C(OC(=O)c1ccccc1)C(=O)NCc1ccccc1)c1ccccc1 (stereo not given)	-4	1
CCCCSc1nc(O)c(Cc2ccccc2)c(=O)[nH]1	2	0.98
O=P(OC1CCS(=O)(=O)C1)(c1ccccc1)c1ccccc1 (stereo not given)	8	0.92
